Compound activity: PubChem, several laboratories
Runt-SMMHC FRET: inhibitors of RUNX1 Runt–CBFb-SMMHC binding, primary screen, biochemical, FRET, Cerulean-Runt, Venus-CBFb-SMMHC, uHTS; inhibition, % at 20 µM; Cerulean-Runt/Venus-CBFb-SMMHC FRET ratio 530/480, 1 h; Runt-related transcription factor 1 (Homo sapiens) + Core-binding factor subunit beta …; hit rate 0.74% among 220,000; AID 1434, 2008;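 active = mean inhibition across duplicate retests at 20 µM reaching about 50%, limit read from the data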;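 note: 0% = DMSO wells and 100% = wells with excess untagged CBFb-SMMHC; inhibitors lower the FRET ratio by blocking Runt binding to CBFb-SMMHC; some results filed as inactive read as strong as hits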
Target sequence (Q01196 whole entry, looked up): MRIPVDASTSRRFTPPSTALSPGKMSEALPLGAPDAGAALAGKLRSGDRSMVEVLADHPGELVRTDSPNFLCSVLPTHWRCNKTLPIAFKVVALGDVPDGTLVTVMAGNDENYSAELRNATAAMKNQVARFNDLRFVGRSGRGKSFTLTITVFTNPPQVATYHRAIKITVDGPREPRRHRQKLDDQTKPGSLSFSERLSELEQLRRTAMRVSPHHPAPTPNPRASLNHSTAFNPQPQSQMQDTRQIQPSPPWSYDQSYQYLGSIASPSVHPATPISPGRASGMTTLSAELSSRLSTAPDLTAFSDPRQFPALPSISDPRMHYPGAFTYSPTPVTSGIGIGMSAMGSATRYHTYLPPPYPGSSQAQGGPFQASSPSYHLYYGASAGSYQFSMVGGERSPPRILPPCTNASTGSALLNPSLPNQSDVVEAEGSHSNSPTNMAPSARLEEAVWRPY
Target sequence (Q13951 whole entry, looked up): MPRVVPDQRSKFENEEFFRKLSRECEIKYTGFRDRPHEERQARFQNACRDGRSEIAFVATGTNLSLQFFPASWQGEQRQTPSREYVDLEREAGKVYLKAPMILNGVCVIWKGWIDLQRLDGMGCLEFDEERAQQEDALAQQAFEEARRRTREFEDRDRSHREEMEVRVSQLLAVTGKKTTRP
TbHK1 inh: Trypanosoma brucei hexokinase 1 inhibitors, primary screen, biochemical, G6PDH-coupled NADH absorbance, MLSCN library. hexokinase 1 [Trypanosoma brucei]. recombinant TbHK1, G6PDH-coupled NADH A340. inhibition, % at 10 µM. hit rate 0.11% among 220,000. AID 1430, 2008;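 active = inhibition of 50% or more in the single-dose primary screen; inactive = inhibition below 50%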
p47phox inh: p47phox/p22phox peptide binding inhibitors, primary screen, biochemical, uHTS, NADPH oxidase regulatory subunit. inhibition, % at 24.7 µM. hit rate 0.53% among 220,000. fluorescence polarization, 2 h;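 active = inhibition above about 30%, limit read from the data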;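 note: 0% = p47phox with labelled peptide and 100% = labelled peptide alone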
zVAD death inh: inhibitors of zVAD-triggered necroptosis, primary screen, L929 cells. AID 1377, 2008. hit rate 0.38% among 220,000. L929 zVAD necroptosis rescue, ATP luminescence, 24 h; with zVAD 60 µM. viability rescue, % at 10 µM;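 active = activation, scaled between plate controls, above about 75%, limit read from the data; inactive = activation under that limit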;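 note: 0% = zVAD with DMSO and 100% = DMSO alone without zVAD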
MDM2 E3 inh: MDM2-luciferase reporter signal enhancers, primary screen, MDM2 E3 ligase inhibitor project, cell-based, luminescence, 1536-well; E3 ubiquitin-protein ligase Mdm2 (Homo sapiens), Q00987; cell-based MDM2 ubiquitination luciferase reporter, 2 h; 0 = plate control, 100 = twice control, blank-subtracted; signal enhancement, % at 5 µM; hit rate 0.11% among 210,000; AID 1230, 2008;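 active = signal enhancement of 30% or more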;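 note: luminescence tracks abundance of the self-degrading MDM2-luciferase fusion protein; higher signal means inhibition of MDM2 E3 ligase activity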
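Material: Stable MDM2–luciferase fusion reporter cells | Amount: 2000 cells seeded into each well | Dosing: One concentration, 5 µM, with 0.2% DMSO | Incubation: 4 h cell settling then 2 h compound exposure, 37 °C | Measured by: Luciferase luminescence | Read-out basis: % enhancement relative to plate controls after blank subtraction | Benchmarks: Control and blank well means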
14-3-3 Bad PPI: inhibitors of 14-3-3 zeta/Bad binding, primary screen, biochemical, TR-FRET, bovine 14-3-3 zeta; 14-3-3 protein zeta/delta (Bos taurus), P63103; TR-FRET 14-3-3zeta/Dy647-pBad peptide displacement, 1 h; inhibition, % at 21.7 µM; hit rate 0.71% among 220,000;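 active = inhibition above about 70%, limit read from the data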;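 note: 0% = full 14-3-3 plus peptide FRET controls and 100% = background without 14-3-3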
Runt-CBFb FRET: inhibitors of RUNX1 Runt–CBFb binding, primary screen, biochemical, FRET, Cerulean-Runt, Venus-CBFb, uHTS. hit rate 0.46% among 220,000. AID 1496, 2009. Cerulean-Runt/Venus-CBFb FRET ratio 530/480, 1 h. Runt-related transcription factor 1 (Homo sapiens) + Core-binding factor subunit beta …. inhibition, % at 20 µM;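 active = inhibition over about 50% at 20 µM in the single-dose screen, limit read from the data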;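 note: 0% = DMSO wells and 100% = excess unlabeled CBFb competitor control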
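Reagent – Venus-CBFb binding partner, 100 nM · Assay system – Cerulean-tagged RUNX1 Runt domain (FRET donor) fusion protein · Input – 100 nM per protein · Incubation – two 1 h room-temperature incubations shielded from light · Measured by – FRET fluorescence · Medium – Tris buffer pH 7.5 with salts and BSA · Benchmarks – unlabeled CBFb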
Hck-Nef inh: inhibitors of Nef-activated human Hck kinase, primary screen, biochemical, Z-Lyte FRET, 384-well, Hck-YEEI | Tyrosine-protein kinase HCK (Homo sapiens), P08631 | Recombinant Hck-YEEI plus Nef, Z-Lyte FRET kinase assay | inhibition, % at 20 µM | hit rate 0.68% among 220,000;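 active = Hck-Nef kinase inhibition above about 50%, limit read from the data; inactive = inhibition below that limit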;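 note: 0% = DMSO with Hck plus Nef and 100% = Hck alone without Nef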
EBV gp42 inh: Epstein-Barr virus gp42 inhibitors, primary screen, biochemical, uHTS, fluorescence polarization | Glycoprotein 42 (Epstein-Barr virus (strain AG876)), Q1HVG2 | Fluorescence polarization binding assay, mP read-out | inhibition, % (tested at 21.74 µM) | hit rate 0.42% among 220,000 | AID 1085, 2008; in the data active = inhibition above about 50%
Target sequence (Q1HVG2 whole entry, looked up): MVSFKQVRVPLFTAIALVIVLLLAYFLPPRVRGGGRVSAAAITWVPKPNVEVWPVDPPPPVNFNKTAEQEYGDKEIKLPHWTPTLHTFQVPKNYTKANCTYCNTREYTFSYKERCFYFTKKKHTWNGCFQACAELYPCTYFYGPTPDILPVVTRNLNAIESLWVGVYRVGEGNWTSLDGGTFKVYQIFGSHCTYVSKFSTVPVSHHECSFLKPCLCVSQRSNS
Starred values were filed as active, the others as inactive; · = no result given; [ ] = another dose, or the depositor's remark. An unsorted share of the library; 3.2% or so of the library scored in one or more.

SMILES | Runt-SMMHC FRET | TbHK1 inh | p47phox inh | zVAD death inh | MDM2 E3 inh | 14-3-3 Bad PPI | Runt-CBFb FRET | Hck-Nef inh | EBV gp42 inh
CSc1ccc(/C=N/N2CCN(c3ccccc3)CC2)cc1 | 3 | 1 | -2 | -1.3 | -7 | 3 | 0 | -54 | 2
Cc1cc(C)c2ccc(/C=N/O)nc2c1O | -1 | -10 | 0 | 11 | -6 | -5 | 1 | 31 | -2
CCCCNC(=O)CCn1nc(-c2ccc(Cl)cc2)c2ccccc2c1=O | -2 | 1 | -3 | 0.1 | -1 | -1 | -5 | 4 | -5
CCCn1nnnc1NC(=O)CSc1ccc(Cl)cc1 | 3 | 0 | -19 | -0.2 | -12 | -7 | 2 | 1 | -19
CN(C[C@H](Cc1ccccc1)N(C[C@H](c1ccccc1)N(CCc1ccccc1)N=O)N=O)N=O | -4 | 0 | -10 | -0.4 | · | 2 | 2 | -15 | -10
COc1cc(/C=C/C(=O)OCC(=O)Nc2ccccc2Cl)cc(OC)c1OC | -5 | -2 | -4 | 4.2 | -4 | 3 | -3 | -5 | -11
CC(Oc1ccc(Cl)cc1Cl)c1nc(-c2ccc(NC(=O)c3ccccn3)cc2)no1 (centres undefined) | 0 | -15 | -10 | -0.1 | -19 | 4 | 1 | 1 | -22
Cc1noc(-c2ccc(Cl)cc2)c1C(=O)O/N=C(\N)c1ccc(C(C)(C)C)cc1 | 2 | -2 | -13 | 0.3 | -14 | 0 | 0 | 14 | -10
COc1ccc(Cl)cc1C(=O)O/N=C(\N)c1ccncc1 | 0 | 0 | -12 | -0.3 | -13 | 0 | -2 | -3 | -7
CCN1CCN(c2nc(N(C)c3ccccc3)nc(N)c2[N+](=O)[O-])CC1 | 2 | -24 | -5 | 0.2 | -4 | -19 | -2 | 5 | -4
OC1(c2ccc(OC(F)F)cc2)CSC(=Nc2cccnc2)N1C1CC1 (centres undefined) | 2 | -6 | -15 | -0.1 | -2 | -9 | · | 1 | -22
CC(C)c1ccc(NC(=O)N2CCCC2C(=O)Nc2ccc(-n3cnnn3)cc2)cc1 (centres undefined) | 3 | -3 | 0 | -3.7 | -5 | -5 | -1 | 14 | -8
COC(=O)CCCc1nc2ccccc2s1 | -1 | -1 | -2 | 1.2 | -2 | 4 | 0 | 3 | -33
CC(=O)Nc1cc(C)nn1-c1nc(C)cc(C)n1 | 1 | -1 | -10 | -1.2 | -3 | -7 | 0 | 22 | -18
Cc1cc(-c2csc3nc[nH]c(=S)c23)cc(C)c1C | 0 | -10 | · | -2.0 | -4 | -20 | -2 | 2 | 2
Cc1ccc2cc(/C=N/Nc3nc4ccccc4[nH]3)c(Cl)nc2c1 | -6 | -10 | -12 | 0.1 | -68 | 43[fluorescence artefact?] | 2 | 6 | -19
O=C1c2ccccc2C(O)N1Cc1cccs1 (centres undefined) | -1 | 4 | -5 | 0.3 | 0 | -3 | 3 | -6 | -10
COc1ccccc1Nc1nc(-c2sc(NC(=O)CC(C)C)nc2C)cs1 | -1 | -15 | -32 | 16 | -5 | 41 | 4 | -2 | -14
Cc1[nH]nc2c1C(c1ccc(-c3ccc(Cl)cc3)o1)C(C#N)=C(N)O2 (centres undefined) | 21 | -2 | -1 | · | -10 | -1[fluorescence artefact?] | -63 | 0 | 5
Cc1cccc2c1N1C(=O)c3c(C(=O)O)cccc3C1CC2C (centres undefined) | -1 | 9 | -22 | 0.3 | · | -2 | -2 | 8 | -4
CC(C)C(=O)N1CCC2(CC1)Oc1ccc(F)cc1C(=O)C21CC(c2ccccc2)=NO1 (centres undefined) | 0 | -20 | -7 | 0.3 | -2 | -7 | 0 | 19 | -8
Fc1ccc(-c2ccc(-c3nn4c(-c5ccco5)nnc4s3)o2)cc1 | 29 | -14 | -17 | -0.2 | -20 | 1 | 31 | 1 | -13
CCOC(=O)c1c(NC(C)=O)sc2c(O)c(CN3CCN(CC)CC3)ccc12 | 5 | -5 | -10 | 1.4 | -7 | 31 | -1 | 9 | -2
O=C(Nc1ccc(F)cc1)C1CCCN1S(=O)(=O)c1cccc2nsnc12 (centres undefined) | 0 | -9 | 1 | 0.0 | -9 | 1 | 2 | 14 | -16
CCCc1c(C(=O)OCC)sc(N)c1C#N | -4 | 2 | 1 | 2.9 | -12 | -6 | 8 | 18 | 10

Sorted by molecular weight (rising): part of the list above.
SMILES | Runt-SMMHC FRET | TbHK1 inh | p47phox inh | zVAD death inh | MDM2 E3 inh | 14-3-3 Bad PPI | Runt-CBFb FRET | Hck-Nef inh | EBV gp42 inh
CC(=O)Nc1cc(C)nn1-c1nc(C)cc(C)n1 | 1 | -1 | -10 | -1.2 | -3 | -7 | 0 | 22 | -18
CCOC(=O)c1c(NC(C)=O)sc2c(O)c(CN3CCN(CC)CC3)ccc12 | 5 | -5 | -10 | 1.4 | -7 | 31 | -1 | 9 | -2
CC(C)c1ccc(NC(=O)N2CCCC2C(=O)Nc2ccc(-n3cnnn3)cc2)cc1 (centres undefined) | 3 | -3 | 0 | -3.7 | -5 | -5 | -1 | 14 | -8
CC(C)C(=O)N1CCC2(CC1)Oc1ccc(F)cc1C(=O)C21CC(c2ccccc2)=NO1 (centres undefined) | 0 | -20 | -7 | 0.3 | -2 | -7 | 0 | 19 | -8

Later entries.
SMILES | Runt-SMMHC FRET | TbHK1 inh | p47phox inh | zVAD death inh | MDM2 E3 inh | 14-3-3 Bad PPI | Runt-CBFb FRET | Hck-Nef inh | EBV gp42 inh
COc1ccc(C(=O)NC(=S)NCc2cccnc2)cc1[N+](=O)[O-] | -4 | -1 | -1 | 1.4 | -7 | -12 | -1 | 1 | -2
COc1ccc2[nH]c(=O)c(CNc3ccc(C)cc3C)cc2c1 | -36 | -10 | -8 | -0.9 | -8 | -2 | -25 | 20 | 8
Cc1cc(C)n2nc(C(=O)OCC(=O)Nc3ccc4c(c3)OC(F)(F)O4)nc2n1 | -2 | -4 | -6 | -0.6 | 4 | 8 | 3 | 0 | 1
COc1ccc(C(C)=O)cc1CSc1nc2ccccc2o1 | 0 | 2 | -17 | 0.5 | -15 | 2 | 0 | 1 | -4
COc1cccc(C(=O)N(c2ccc(C)cc2)C2C=CS(=O)(=O)C2)c1 (centres undefined) | 0 | -1 | 0 | 1.1 | -16 | -2 | 1 | 25 | 9
Cc1ccc(NC(=O)/C=C/c2cccs2)c([N+](=O)[O-])c1 | -8 | -1 | -9 | 1.4 | -38 | 0[fluorescence artefact?] | -1 | -2 | -10
CCOc1ccc(N2CC(O)=C(c3nc4ccccc4c(=O)[nH]3)C2=N)cc1 | -5 | -21 | 17 | 2.2 | -2 | 6 | -1 | 55* | -14
CCC(C)(C(=O)NC1CCCC1)N(Cc1cccs1)C(=O)c1ccccn1 (centres undefined) | 1 | -1 | -15 | 0.7 | -19 | -3 | -2 | 1 | -7
Cc1ccc(NC(=O)CCNS(=O)(=O)c2cccc3nonc23)cc1 | 1 | -5 | -23 | 2.4 | -8 | 0 | 1 | -2 | -12
CCOC(=O)c1ccccc1NC(=O)c1cccnc1 | -3 | 2 | -9 | -0.1 | 6 | 2 | -4 | 2 | -2
O=C(O)c1cccc(COc2ccccc2Cl)c1 | -2 | · | 0 | · | -98 | -2[fluorescence artefact?] | -2 | · | -17
COc1ccc(N/C(C)=C2/C(=O)C(=O)N(CCO)C2c2ccc([N+](=O)[O-])cc2)cc1 (centres undefined) | -3 | -35 | -1 | 0.8 | -8 | -3 | 0 | 0 | -2
O=C(c1ccc(Br)o1)N(Cc1ccccc1)c1ccccn1 | 1 | -4 | 0 | 0.0 | -24 | -9 | 1 | -1 | -5
N/C(COc1ncn(-c2ccccc2)n1)=N\S(=O)(=O)c1ccc(Cl)cc1Cl | -3 | 0 | -8 | 1.4 | -5 | -7 | 0 | 10 | -1
Cc1occc1-c1nnc(SCC(=O)N2CCCCC2)o1 | 4 | 5 | -1 | 18 | -16 | -1 | -1 | 14 | -13
O=C(C1=C[C@@H](C2CCCCC2)C[C@@H](OCCCCO)O1)N1CCOCC1 | -2 | -4 | · | -0.1 | · | 3 | -1 | 16 | -16
O=C1C(=Nc2cccc(Cl)c2)CC(c2ccc(Cl)cc2)N1c1cccc(Cl)c1 (centres undefined) | 0 | -23 | -10 | 0.9 | -2 | -5 | -1 | 11 | -4
CC1=C(C)/C(=N\OS(=O)(=O)c2ccccc2)C=CC1=O | 20 | -2 | -1 | 0.1 | -6 | 11 | 15 | 2 | -16
N#Cc1ccccc1Sc1ccccc1N | 0 | -4 | -8 | 0.0 | -8 | -6 | 0 | 0 | 11
O=C(Nc1ccc2c(c1)OCO2)c1sc2cc(Cl)ccc2c1Cl | -32 | -18 | -10 | 1.5 | -12 | 1 | -6 | 7 | -1
S=c1[nH]c2ccccc2c2ccccc12 | 4 | -12 | -4 | 2.3 | · | -4 | 13 | 6 | 1
COc1cc(C2NC(=O)NC(C)=C2C(=O)NCc2ccccc2)c(Cl)cc1O (centres undefined) | 4 | -1 | -12 | 0.8 | 7 | -7 | 4 | 4 | 1
CCOC(=O)c1[nH]c2c(c1C)C(=O)CC(c1ccco1)C2 (centres undefined) | 4 | 5 | -6 | -1.6 | 6 | 0 | 20 | 10 | 21
CCOc1ccccc1NC(=O)CNS(=O)(=O)c1ccc2nc(C)sc2c1 | 0 | -2 | 1 | 3.3 | -4 | 0 | -1 | 24 | 2
CC(C(=O)OCC(=O)Nc1ccc2c(c1)OCO2)N1C(=O)c2ccccc2C1=O (centres undefined) | -3 | 0 | -9 | 0.0 | -33 | -7 | 1 | 1 | -6
O=C(CN1CCN(c2ccc(O)cc2)CC1)Nc1cc(S(=O)(=O)N2CCCCC2)ccc1Cl | 8 | -6 | 1 | 0.3 | 0 | -4 | 10 | 61* | -10
CCOc1ccc(C(=O)Nc2cccc(NC(=O)c3cccs3)c2)cc1[N+](=O)[O-] | -1 | 8 | -26 | 3.0 | -1 | 4[fluorescence artefact?] | 3 | 2 | -2
Cc1ccccc1Nc1c(-c2cccnc2)nc2ccc(Br)cn12 | 2 | -3 | -1 | 0.2 | -20 | -12 | -1 | 4 | 6
CCN1CCN(C(=O)c2ccc3c(=O)n(Cc4ccccc4OC)c(=S)[nH]c3c2)CC1 | 3 | -9 | 4 | 0.1 | -14 | -14 | 2 | 1 | -12
CCC(CC)c1nnc(NC(=O)c2ccc(N3CCCC3=O)cc2)s1 | 1 | -3 | -6 | 0.7 | 10 | 7 | -3 | 0 | -23
